Source: PubChem
M5 ag: human M5 muscarinic receptor agonists, primary screen, CHO-K1 cells, Fluo-8 calcium fluorescence; CHO-K1 hM5 cells; 0% DMSO wells, 100% maximal acetylcholine response; activation, % at 3 µM; 360,000 compounds, 0.19% hits; AID 624037, 2012;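 active = activation above the run's mean over test compounds plus 3 SD, cut at about 23% in these data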;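 also: signal is peak over basal fluorescence ratio across the kinetic read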
Target sequence (P08912 whole entry, looked up): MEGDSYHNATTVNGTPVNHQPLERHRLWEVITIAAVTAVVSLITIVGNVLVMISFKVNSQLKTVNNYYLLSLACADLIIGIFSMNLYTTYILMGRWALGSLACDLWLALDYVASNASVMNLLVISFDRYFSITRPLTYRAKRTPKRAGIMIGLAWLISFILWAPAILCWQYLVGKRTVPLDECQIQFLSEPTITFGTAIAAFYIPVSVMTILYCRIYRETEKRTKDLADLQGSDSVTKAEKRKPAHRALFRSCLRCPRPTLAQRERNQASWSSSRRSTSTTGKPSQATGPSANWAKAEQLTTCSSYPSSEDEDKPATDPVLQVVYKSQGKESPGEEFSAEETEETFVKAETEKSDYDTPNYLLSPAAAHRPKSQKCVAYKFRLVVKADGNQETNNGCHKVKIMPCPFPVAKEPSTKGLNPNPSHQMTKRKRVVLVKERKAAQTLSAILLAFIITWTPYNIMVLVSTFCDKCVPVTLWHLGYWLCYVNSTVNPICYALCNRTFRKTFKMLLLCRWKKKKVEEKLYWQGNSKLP
M1 PAM: human M1 muscarinic receptor positive allosteric modulators, primary screen, CHO-K1 cells, Fluo-8 calcium fluorescence, 1536-well. Muscarinic acetylcholine receptor M1 (Homo sapiens), P11229. CHO-K1 hM1, ACh EC20; 0% = ACh EC20, 100% = maximal ACh. activation, % at 3 µM. 360,000 compounds, 0.088% hits. AID 588819, 2011; in the data active = activation above about 19%, passing the limit was not always enough
Target sequence (P11229 whole entry, looked up): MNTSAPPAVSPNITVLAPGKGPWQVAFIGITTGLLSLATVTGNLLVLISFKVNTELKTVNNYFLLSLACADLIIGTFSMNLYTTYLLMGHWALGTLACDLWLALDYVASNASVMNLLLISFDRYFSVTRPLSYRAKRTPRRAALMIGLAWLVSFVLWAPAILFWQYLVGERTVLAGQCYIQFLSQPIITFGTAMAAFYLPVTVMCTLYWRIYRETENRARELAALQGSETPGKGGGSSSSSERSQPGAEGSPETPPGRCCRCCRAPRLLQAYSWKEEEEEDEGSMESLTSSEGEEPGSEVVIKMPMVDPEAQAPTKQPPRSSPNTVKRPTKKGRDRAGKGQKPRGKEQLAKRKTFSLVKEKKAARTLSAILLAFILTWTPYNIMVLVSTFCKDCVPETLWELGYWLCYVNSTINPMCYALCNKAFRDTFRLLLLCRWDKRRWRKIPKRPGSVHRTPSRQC
CHRM4 agonist: human M4 muscarinic receptor agonists, primary screen, CHO-K1 cells, Fluo-8 calcium fluorescence. CHO-K1 hM4/Gqi5; vehicle 0%, full acetylcholine response 100%. activation, % at 3 µM. 360,000 compounds, 0.14% hits. AID 624127, 2012;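 active = activation above the run mean over all test wells plus 3 SD, cut at about 32% in these data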;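 also: peak over basal fluorescence ratio per well then scaled between controls; 0% = DMSO wells and 100% = acetylcholine at EC100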
CHRM5 PAM: human M5 muscarinic receptor positive allosteric modulators, primary screen, CHO-K1 cells, Fluo-8 calcium fluorescence | activation, % at 3 µM | CHO-K1 hM5, ACh EC20 PAM; 0% = ACh EC20, 100% = ACh EC100 | 360,000 compounds, 0.3% hits | AID 624038, 2012 | Muscarinic acetylcholine receptor M5 (Homo sapiens), P08912;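 active = activation above the run cutoff, the mean activation of all test compounds plus 3 SD, cut at about 18% in these data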
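Replicates: One well per compound, no replicates | System: Human M5 receptor in CHO-K1 cells | Benchmarks: Low control EC20 acetylcholine (0%), high control EC100 acetylcholine (100%) | Probe or stimulus: Acetylcholine, EC20 level | Times: Fluo-8 loading 80 min at 37 °C plus 30 min room temperature | Signal: Intracellular calcium via Fluo-8 fluorescence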
CHRM4 antagonist: human M4 muscarinic receptor antagonists, primary screen, CHO cells, Fluo-8 calcium fluorescence; Muscarinic acetylcholine receptor M4 (Homo sapiens), P08173; CHO-hM4 cells, ACh EC80; inhibition, % at 3 µM; 360,000 compounds, 0.73% hits; AID 624125, 2012;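 active = inhibition above its plate's cutoff, the mean inhibition of sample wells plus 3 SD, cut at about 27% in these data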;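 also: 0% = acetylcholine EC80 with DMSO and 100% = DMSO without agonist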
CHRM5 antagonist: human M5 muscarinic receptor antagonists, primary screen, CHO cells, Fluo-8 calcium fluorescence. 360,000 compounds, 0.59% hits. CHO-hM5 cells, ACh EC80. inhibition, % at 3 µM. Muscarinic acetylcholine receptor M5 (Homo sapiens), P08912;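 active = inhibition above a per-plate cutoff, the mean of that plate's test compounds plus 3 SD, cut at about 27% in these data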;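 also: 0% = acetylcholine EC80 with DMSO and 100% = DMSO without agonist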
CRFBP-R2 agonist: agonists of CRF-BP/CRF-R2 complex, primary screen, cell-based, HEK293, calcium dye fluorescence, uHTS | CRF-binding protein / CRF receptor 2 complex (human) | calcium dye fluorescence (FLIPR); percent of saturating CRF peptide response | activation, % at 13.2 µM | 350,000 compounds, 0.46% hits;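 active = activation of at least 50%, plus an integration ratio under a set limit after plate pattern correction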;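 also: plate controls were neutral control wells without compound for no effect and CRF at EC100 for full effect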
CHRM4 PAM: human M4 muscarinic receptor positive allosteric modulators, primary screen, CHO-K1 cells, Fluo-8 calcium fluorescence | CHO-K1 hM4/Gqi5, ACh EC20; 0% = ACh EC20, 100% = maximal ACh | 360,000 compounds, 0.4% hits | activation, % at 3 µM | AID 624126, 2012;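 active = activation above its plate's cutoff, the mean activation of sample wells plus 3 SD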; also: some results filed as inactive read as strong as hits
CRFR2-BP antag: antagonists of CRF-BP/CRF-R2 complex, primary screen, cell-based, HEK293, calcium dye fluorescence, uHTS. 350,000 compounds, 0.59% hits. CRF-induced calcium fluorescence. inhibition, % at 11.8 µM;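 active = inhibition of the ligand-induced calcium signal above about 50% at the single tested concentration, limit read from the data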
* marks the source's active call; other numbers are inactive results; / = not tested or not shown.

A first look:
nr	SMILES	M5 ag	M1 PAM	CHRM4 agonist	CHRM5 PAM	CHRM4 antagonist	CHRM5 antagonist	CRFBP-R2 agonist	CHRM4 PAM	CRFR2-BP antag
1	Cc1ccc(OCC(=O)NNC(=O)c2cccnc2)cc1C	-1	5	3	-5	1	15	0.1	5	-6
2	CCOc1ccc(NC(=S)N2CCC(NC(=O)c3ccccc3C)CC2)cc1	-2	10	0	-3	3	10	-0.6	1	-10

The whole of this part, from the start:
nr	SMILES	M5 ag	M1 PAM	CHRM4 agonist	CHRM5 PAM	CHRM4 antagonist	CHRM5 antagonist	CRFBP-R2 agonist	CHRM4 PAM	CRFR2-BP antag
1	Cc1ccc(OCC(=O)NNC(=O)c2cccnc2)cc1C	-1	5	3	-5	1	15	0.1	5	-6
2	CCOc1ccc(NC(=S)N2CCC(NC(=O)c3ccccc3C)CC2)cc1	-2	10	0	-3	3	10	-0.6	1	-10
3	COc1ccc(NC(=O)c2ccccc2SC)c(OC)c1	-4	4	0	8	5	6	-2.0	-2	15
4	COc1ccc(-n2cnc3cc(C(=O)NCCN4CCOCC4)ccc32)cc1	-5	-1	2	1	2	6	1.6	5	17
5	O=C(COC(=O)c1ccccc1)Nc1ccccc1N1CCOCC1	2	3	3	-1	-1	-3	0.5	4	-3
6	COc1ccc(NC(=O)CCS(=O)(=O)c2ccc3c(c2)CCN3C(C)=O)cc1	-4	10	1	4	-4	-5	0.5	0	-16
7	CCCCOc1ccc(-c2nnn(C(C)C(=O)OCC)n2)cc1 (configuration not stated)	-4	-3	0	-4	-1	3	-0.5	-4	0
8	CN(C)S(=O)(=O)c1cc([N+](=O)[O-])ccc1N1CCCCCC1	-5	0	0	2	-1	-7	-1.0	7	45
9	CCc1ccccc1NC(=O)c1cnccn1	-1	1	1	-3	2	-1	-4.5	-2	6
10	Cc1cccc(C)c1NC(=O)CN(C)C(=O)c1ccc(COc2ccccc2)cc1	-1	9	9	4	1	-7	-1.1	0	-4
11	CCN(CC)S(=O)(=O)c1ccc2c(c1)c(=O)c(C(=O)NCCOC)cn2C	-1	9	1	2	-5	-4	-0.9	6	-12
12	Fc1cccc(Cl)c1CSc1nnc(COc2cccc3cccnc23)o1	1	-9	14	-7	-2	1	-1.2	-6	1
13	COc1ccccc1NC(=O)COc1ccc2c(c1)OCO2	-5	4	5	-2	-21	-12	-4.3	2	-14
14	O=S(=O)(Nc1ccc(-c2cn3ccsc3n2)cc1)c1ccc2c(c1)OCCO2	6	5	6	-2	-2	1	3.8	2	-17
15	O=C(Oc1ccnc2cc(Cl)ccc12)N1CCCCCC1	0	-2	4	-9	0	-2	-2.9	1	-4
16	O=C(Nc1ccc(S(=O)(=O)Nc2ncccn2)cc1)c1ccccc1NS(=O)(=O)c1ccc(Cl)cc1	5	3	0	6	-11	-11	-1.1	7	7
17	CCN(CC(=O)Nc1cccc(OC)c1)CC(=O)Nc1ccccc1C	-4	6	1	-2	-1	2	0.0	-2	0
18	NC(=O)Cc1nc2scc(-c3ccc(Cl)cc3)c2c(=O)[nH]1	0	1	1	-5	-6	2	-1.3	10	-17
19	CCN(CC)C(=O)c1cccc(-c2csc(C(C)(O)c3ccccc3)n2)c1 (configuration not stated)	6	-24	18	-13	3	14	/	-11	/
20	CCSc1nnc2ccc(-c3ccc(C)cc3)nn12	-6	5	-3	2	5	-9	-1.1	-1	-2
21	O=C(COC(=O)/C=C/c1ccc(OC(F)F)cc1)Nc1cccc(S(=O)(=O)N2CCOCC2)c1	-3	4	10	2	-3	8	1.7	6	10
22	COCc1cc(C)nc2sc(C(=O)Nc3ccccc3Br)c(N)c12	1	-6	1	-2	-15	1	-0.4	3	15
23	NC(=O)CN1CCCC1c1ccc2c(c1)OCCO2 (configuration not stated)	-3	5	1	1	7	9	0.5	5	8
24	Cn1cnnc1SCC(=O)NNC(=O)COc1ccc(Cl)cc1	1	6	0	0	1	8	-2.5	0	4
25	CC1C(C)N(C(=O)CCCl)c2ccccc2N1C(=O)CCCl (configuration not stated)	-5	9	1	-1	13	7	0.4	7	-8
26	Cc1cc(C(=O)Nn2cnc3ccccc3c2=O)ccc1[N+](=O)[O-]	-1	-3	0	-10	-6	11	-1.6	-1	8
27	O=C(NC1CC1)c1cc(-c2ccc(Br)cc2)nc2ccccc12	-2	1	7	-4	4	14	-0.3	-2	-14
28	FC(F)c1nnc2c(Cl)cc(C(F)(F)F)cn12	-5	-2	1	-5	4	-2	1.1	-6	-1
29	COc1cc(SC)ccc1C(=O)N(C)Cc1ccccc1	-3	5	0	0	7	-3	-1.4	1	3
30	CCN(C(=O)c1ccc(S(=O)(=O)N2CCCCC2)cc1)C1CCS(=O)(=O)C1 (configuration not stated)	-5	4	0	9	2	-5	1.4	13	-13
31	Cc1cc(-c2cc(-c3ccc(Cl)cc3)on2)nc(NCC2CC2)n1	4	16	3	11	0	-10	0.7	7	3
32	Cc1cc(-c2ccc(F)cc2)nc2cc(C(N)=O)nn12	0	6	0	2	7	4	2.7	0	1
33	Cc1[nH]c2ccccc2c1/C=C/c1nc2ccccc2c(=O)n1CCO	2	-6	12	-12	-2	0	3.3	-11	-16
34	Cc1ccc(/C=C/S(=O)(=O)NCCC(=O)NCc2ccccc2F)cc1	-4	-3	1	17	10	14	-2.7	-5	5
35	O=C(NNc1cccc(Cl)n1)c1c(Cl)cccc1Cl	1	12	0	0	5	4	-3.2	-6	-14
36	CCCOc1ccc(C(=O)CCC(=O)OCC(=O)N(C)c2c(N)n(Cc3ccccc3)c(=O)[nH]c2=O)cc1	-4	5	1	-3	0	7	-0.8	0	-16
37	COc1ccc(C(=O)CSc2nnc(CNC(=O)c3ccco3)n2C)cc1	-1	3	0	0	2	1	-2.5	-4	-2
38	CCOC(=O)C(C(=O)OCC)C(C)C#CCN1CCCCC1 (configuration not stated)	-6	-6	1	-8	5	3	-1.9	-5	1
39	C[C@@H]1CN([C@H](C)CO)C(=O)CCCn2nncc2CO[C@H]1CN(C)Cc1cccc(C(=O)O)c1	2	0	1	4	-14	-11	-0.1	10	-1
40	CCCCc1cc(=O)oc2cc(OCC(=O)Nc3ccccn3)ccc12	-1	4	1	-7	5	13	-1.0	-4	-14
41	O=C(COC(=O)c1cccc(Cl)c1Cl)NC1CCCC1	-1	4	2	-2	8	-1	-0.6	-6	-4
42	CCOC(=O)c1c(NC(=O)CSc2nnc(Cc3ccccc3)o2)sc(C(C)=O)c1C	2	3	1	-3	3	-2	-0.6	7	6
43	Cc1ccn(C(=O)c2cc3cc(Cl)ccc3oc2=O)n1	0	2	0	-3	11	-4	-1.1	5	14
44	Cc1nc(N)sc1-c1ccccc1	-2	7	1	1	-6	1	0.3	16*	-32
45	COC(=O)[C@@]12C[C@@H](CC(=O)NCc3ccccc3)C(=O)N(Cc3ccco3)C1=CCC(C)(C)C2	-2	/	5	2	-8	2	/	-2	/
46	CCn1nnc(-c2ccccc2NC(=O)C(F)(F)F)n1	-1	5	0	4	-1	-1	-1.3	2	0
47	COc1ccccc1-c1cnc(C(O)c2ccc(CN3CCCC3)cc2)[nH]1 (configuration not stated)	-3	-2	0	2	-2	1	/	0	/
48	O=C(Nc1ccc(Oc2ccccc2)nc1)C1CCN(Cc2ccccc2)CC1	-2	-6	5	0	-1	6	7.2	-6	-10
49	O=C(NNC(=S)Nc1ccccc1)C1CCCCC1	-2	6	0	1	2	4	2.1	0	-11
50	CCCCCCNC(=O)Cc1nc2nc(C)cc(C)n2n1	-1	4	0	-6	-12	8	-1.2	11	18
51	CCOC(=O)C(=O)Nc1ccc(S(=O)(=O)Nc2nccs2)cc1	5	15	1	2	2	0	-0.6	4	6
52	CC(C)(C)NC(=O)COC(=O)c1ccc(Cl)nc1	-1	5	2	4	0	1	-0.3	0	5
53	Cn1c(CN2CCOCC2)nnc1SCC(=O)Nc1cc(Cl)ccc1Cl	-3	5	1	-1	-15	-4	0.4	2	7
54	O=C(CCNC(=O)Cn1ccc2ccccc2c1=O)NCCc1ccccc1Cl	1	4	0	1	-8	-6	-1.6	4	12
55	COC(=O)CSc1nnc(SCc2ccc(OC)cc2)s1	-5	0	-1	3	-4	-4	-1.3	11	18
56	CCOc1ccccc1NC(=O)CSc1nnc(-c2cnccn2)n1CC	2	12	2	-2	-1	2	0.8	2	-8
57	CC(C)C(OC(=O)c1cccc(S(=O)(=O)NCC(F)(F)F)c1)C(=O)NC(N)=O (configuration not stated)	2	2	1	-5	-17	0	-1.6	5	9
58	COCCSc1ccccc1C(=O)Nc1ccncc1	5	0	2	1	4	2	1.0	2	5
59	CCOC(=O)C1CCCN(CCC(C)c2ccccc2)C1 (configuration not stated)	-6	-18	1	-1	10	2	0.9	-13	-13
60	N#Cc1c(NC(=O)CN2CCN(S(=O)(=O)c3ccc4c(c3)OCCO4)CC2)sc2c1CCC2	-6	3	0	1	2	-10	-1.7	11	7
61	COc1ccccc1N1CCN(C(=O)c2cc3cc(Cl)ccc3[nH]2)CC1	-1	2	1	-14	-5	-14	1.0	1	-26
62	COc1ccc(C(=O)NCC(=O)N/N=C/c2ccc([N+](=O)[O-])s2)cc1OC	0	-1	1	-1	3	-3	-0.3	-1	3
